Screening results as filed in PubChem BioAssay.
USP1-UAF1 inh: blocks the human USP1/UAF1 deubiquitinase complex | O94782 | recombinant USP1/UAF1, Ub-Rhodamine cleavage fluorescence | Potency, µM (titrated, usually from 57.1 µM), without a hit: at the highest dose activity change, negative = inhibition, most hits filed as inhibitors | 390,000 tested, 0.23% active; also: potency is read from the fitted curve at half-maximal effect; % is scaled to controls: 0 for no effect and ±100 for the full control effect; nearly all actives have a fitted effect of over 60% in size; inactives centre near -12
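In this screen, compounds sit with the deubiquitinase complex (1nM) for 15 min at room temperature before Ub-Rho is added at 150nM final. Fluorescence rise is then followed for 6 reads every 60 seconds.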
TrxR1 substrate: rat thioredoxin reductase 1 substrate activity. Potency, µM (titrated, usually from 114 µM), for inactives: at the highest dose activity change, negative = substrate turnover. 390,000 tested, 0.01% active. AID 588456. purified TrxR1 substrate turnover, NADPH consumption readout; also: potency is read from the fitted curve at half-maximal effect; % is scaled to controls: 0 for no effect and ±100 for the full control effect; nearly all actives have a fitted effect of over 50% in size
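Rat TrxR1, dispensed at 90 nM, was prereduced with 400 uM NADPH (final) for 5 min at ~22 deg C, then incubated with compound 15 min before 400 uM selenite. A first-read NADPH fluorescence drop versus no-compound background flagged substrates.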
rTrxR1 inhibitor: rat TrxR1 inhibition; AID 588453; Potency, µM (highest dose often 114 µM), inactives show at the highest dose activity change, negative = inhibition, hits mostly inhibitors; recombinant rTrxR1, NADPH fluorescence consumption, selenite substrate; O89049; 390,000 tested, 1% active; also: potency is read from the fitted curve at half-maximal effect; % is scaled to controls: 0 for no effect and ±100 for the full control effect; nearly all actives have a fitted effect of over 65% in size
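Rat TrxR1 (90 nM in the dispensed reagent) was pre-reduced with 400 uM NADPH for 5 min at room temperature, then incubated with compound for 15 min. After 400 uM selenite was added, NADPH fluorescence (Ex 340/Em 450 nm) was followed for 8 min.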
PI4K2A block: inhibitors of human PI4K2A. Q9BTU6. purified PI4K2A, ADP-Glo luminescence, 1 h; active compounds read low. activity change, negative = inhibition, % at 76.9 µM. 420,000 tested, 0.13% active. AID 1346378; in the data active = activity change below about -50%; inconclusive = mostly about -30% to -49%;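 also: -100% = wells without enzyme as full effect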
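PI4K2A activity was measured by ADP-Glo luminescence: enzyme (4 ug/mL stock) and phosphatidylinositol (1.2 mM stock) in Tris pH 7.5/MgCl2/EGTA/Triton X-100 buffer were reacted with ATP (300 microM stock) for one hour at ambient temperature.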
TRHR enhancer: allosteric enhancers of human TRH receptor; 360,000 tested, 0.66% active; enhancement, % at 2 µM; P34981; TRHR cells, fluo-8 calcium fluorescence, EC20 TRH enhancement; in the data active = enhancement above about 30%; also: 0% is about no effect
Target sequence (P34981 whole entry, looked up): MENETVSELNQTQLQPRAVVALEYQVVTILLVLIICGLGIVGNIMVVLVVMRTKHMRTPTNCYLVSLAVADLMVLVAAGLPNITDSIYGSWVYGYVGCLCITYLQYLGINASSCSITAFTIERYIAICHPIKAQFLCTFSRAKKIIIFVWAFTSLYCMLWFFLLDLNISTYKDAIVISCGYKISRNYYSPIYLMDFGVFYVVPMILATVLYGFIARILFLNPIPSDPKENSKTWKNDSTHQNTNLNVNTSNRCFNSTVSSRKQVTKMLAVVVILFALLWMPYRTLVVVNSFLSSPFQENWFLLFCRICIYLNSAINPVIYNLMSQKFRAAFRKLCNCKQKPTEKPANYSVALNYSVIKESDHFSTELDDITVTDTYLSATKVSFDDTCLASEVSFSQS
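Enhancer read-out: after compound pinning and an initial kinetic agonist-mode read, an EC20 of TRH (10 nM final) was injected and fluo-8 calcium signal (Ex 480/Em 530) followed at 1 s/cycle for 100 cycles in TRHR-expressing cells.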
TRHR agonist: activates the human TRH receptor; TRHR cells, calcium flux fluo-8, FDSS agonist mode; AID 493084; P34981; activation, % at 2 µM; 360,000 tested, 0.18% active; in the data active = activation above about 30%; also: 0% is about no effect
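Fluo-8-loaded TRHR cells; 10 s baseline, compound added, kinetic Ca2+ fluorescence read 1/s, agonist mode.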
IDH1 R132H inh: inhibitors of human mutant IDH1 R132H; O75874; IDH1-R132H enzyme, NADPH consumption, diaphorase/resazurin fluorescence; AID 602179; Potency, µM (highest dose often 76.6 µM), inactives show top-dose activity change, negative = inhibition, actives largely listed as inhibitors; 390,000 tested, 0.093% active; also: potency is read from the fitted curve at half-maximal effect; % is scaled to controls: 0 for no effect and ±100 for the full control effect; nearly all actives have a fitted effect of over 65% in size
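IDH1-R132H (0.5 ug/mL dispensed) in pH 7.5 Tris buffer was preincubated 30 min with compound, then given a substrate mix of 0.016 mM NADPH and 2 mM alpha-KG for 80 min at room temperature; remaining NADPH was read by diaphorase/resazurin fluorescence.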
D2 agonist: activates the human D2 dopamine receptor | 340,000 tested, 0.53% active | activation, % at 2 µM | HEK293 T-REx D2 cells, calcium flux agonist mode | P14416 | AID 485358;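 active = activation over 3 SD above normal in the single-dose calcium agonist read, cut at about 30% in these data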; also: 0% is about no effect
Target sequence (P14416 whole entry, looked up): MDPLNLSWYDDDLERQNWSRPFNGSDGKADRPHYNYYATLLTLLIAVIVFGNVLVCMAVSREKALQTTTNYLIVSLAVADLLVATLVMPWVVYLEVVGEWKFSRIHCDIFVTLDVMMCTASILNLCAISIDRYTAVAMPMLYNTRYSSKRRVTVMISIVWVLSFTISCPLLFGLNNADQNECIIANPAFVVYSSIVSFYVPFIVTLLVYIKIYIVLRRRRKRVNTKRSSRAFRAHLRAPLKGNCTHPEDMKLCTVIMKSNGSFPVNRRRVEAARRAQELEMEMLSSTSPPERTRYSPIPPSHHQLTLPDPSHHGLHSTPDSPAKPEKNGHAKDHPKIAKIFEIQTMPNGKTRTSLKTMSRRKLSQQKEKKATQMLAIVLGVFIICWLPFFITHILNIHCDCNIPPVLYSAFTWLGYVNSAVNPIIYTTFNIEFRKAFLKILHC
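Tetracycline-induced HEK293 T-REx cells with force-coupled D2 receptor, plated overnight at 30 C, loaded with no-wash calcium dye. After a 10 s baseline, compound was pin-added and calcium flux read kinetically for 180 s; calcium rises flagged agonists.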
D2 antagonist: D2 dopamine receptor (human) antagonism; P14416; HEK293 TREx D2 cells, calcium flux, dopamine EC80; inhibition, % at 10 µM; 340,000 tested, 2% active; in the data active = inhibition above about 30%; also: 0% is about no effect
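In this primary screen, negative modulation is detected by tracking calcium flux after an EC80 dopamine challenge in inducible HEK293 T-REx D2 cells preexposed to test compound for 180 s.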
Active calls of the source: *; ? = inconclusive; / = no result given; & = joins results of further samples; [ ] = dose if it differs, or a comment. Unless noted, calls follow the shape of the dose curve; as a rule, active = well fitted inhibition curve with a large enough effect; inconclusive = small, poorly fitted or top-dose-only effect; inactive = no such curve, though single readings can be large or run the other way.

SMILES	USP1-UAF1 inh	TrxR1 substrate	rTrxR1 inhibitor	PI4K2A block	TRHR enhancer	TRHR agonist	IDH1 R132H inh	D2 agonist	D2 antagonist
Cc1ccc(C(=O)NCC(=O)OCC(=O)NC(C)C2CC3CCC2C3)cc1 (centres undefined)	-3%	-2%	11%	-1	9	-0.2	1%	-0.3	-10
COc1cccc2c1cc1c(=O)n(CC(=O)N3CCCCCC3)nc(C)n12	-12%	197%[activator]	42%[activator]	2	-11	-0.6	5%	43*	11
Cc1c(OCC(=O)N2C[C@H]3C[C@@H](C2)c2cccc(=O)n2C3)ccc2c3c(c(=O)oc12)CCC3	-18%	25%	6%	-1	14	0.2	9%	-1.3	2
CN(C)c1nc2ccccc2n(C)c1=O	-7%	-7%	14%	3	-6	0.1	-9%	-0.7	4
CC(NC(=O)CC1Nc2ccccc2NC1=O)c1ccccc1 (centres undefined)	-17%	10%	-15%	8	-3	-0.1	7%	1.5	-24
Cc1cc(C)nc(OC(C(=O)O)C(OCc2ccccc2)(c2ccccc2)c2ccccc2)n1 (centres undefined)	-11%	-2%	16%	-1	-4	-0.1	-20%	-0.9	15
COC(=O)N/N=C/c1cc(Cl)c(OCc2ccccc2F)c(OC)c1	-16%	-12%[57.1 µM]	35%[57.1 µM]	2	5	0.3	14%	1.1	-7
COc1cccc2cc(-c3nc4ccccc4[nH]3)c(=O)oc12	-1%	5%	17%	-8	4	0.3	-13%	1.9	7
Cc1ccc(CN2C(=O)CCC2C(=O)NCCN(CC(C)C)CC(C)C)cc1 (centres undefined)	-10%	0%	-19%	-1	-6	-0.1	1%	-0.7	18
Clc1ccc(C(c2ccccc2)N2CCNCC2)cc1 (centres undefined)	-11%	-1%	?	1	-3	-0.8	-4%	-1.1	7
Cc1cccc(N(C)S(=O)(=O)c2cccc3nsnc23)c1	-14%	-2%	8%	1	-3	-0.3	1%	0.1	18
O=C(Nc1cccc(F)c1)c1ccc(S(=O)(=O)N2CCCCC2)cc1	-15%	-2%	9%	-6	4	0.5	4%	-0.1	10
COc1cccc2sc3cc(NCc4ccc(C)o4)ccc3c(=O)c12	?	11%	79µM*	-1	/	/	20%	/	/
CCC(=O)c1ccc(OCC(O)CN2CCN(S(=O)(=O)c3ccc(NC(C)=O)cc3)CC2)cc1 (centres undefined)	-12%	1%	10%	5	-4	0.8	-10%	0.1	11
COc1ccc(C(=O)O/N=C(\N)c2ccc(Cl)cc2)cc1	-5%	-3%	3%	-1	-5	0.3	-6%	-0.3	-18
CCNC(=O)CC1S/C(=N/N=C(\C)c2ccccc2)NC1=O (centres undefined)	-16%	-8%	18%	-4	-1	0.3	4%	0.6	-8
Cc1cc(NC(=O)CCC(=O)N(Cc2ccccc2)C2(C(=O)NC3CCCCC3)CCCC2)no1	-23%	-5%	-2%	1	-5	-0.1	-2%	1.0	44*
O=C(CSc1n[nH]c(-c2cccnc2)n1)OC1CCCCC1	-7%	2%[57.1 µM]	12%[57.1 µM]	1	-2	0.0	-11%	/	/
CCN(CC)c1cc2c(cc1F)c(=O)c(S(=O)(=O)c1cccc(C)c1)cn2C	-2%	4%	-15%	-6	3	-1.0	-12%	0.0	/
CCOC(=O)N1CCN(CCCc2ccccc2)CC1	-7%	4%[57.1 µM]	-2%[57.1 µM]	1	11	0.4	7%	1.7	34*
COc1ccc(C(=O)N2CCCC(CCC(=O)N3CCN(c4ccccn4)CC3)C2)cc1 (centres undefined)	-10%	-1%	-10%	2	7	-0.5	4%	-0.3	-13
CCOC(=O)c1c(C)[nH]c(C(=O)N/N=C/c2ccc(Br)cc2)c1C	-21%	10%[57.1 µM]	3%	-2	-5	-1.5	3%	0.5	19
Cc1ccc(Sc2ncccc2O)cc1	-7%	11%[57.1 µM]	6%[57.1 µM]	-3	/	/	2%	/	/
N=C1C(=O)OCC1c1ccccc1NC(=O)CN1CCOCC1 (centres undefined)	-7%	-11%	-15%	-1	6	0.0	3%	0.3	-8
Cn1cccc1C1NC(=O)c2c(sc3c2CCC(C(C)(C)C)C3)N1 (centres undefined)	2%	7%	30%	-12	1	-0.5	3%	0.4	5
O=C(N1CCN(CCO)CC1)N1c2ccccc2C=Cc2ccccc21	-8%	-6%	-1%[57.1 µM]	-9	1	-0.2	1%	-1.0	-3
COc1ccc(S(=O)(=O)N2CCN(c3nc4ccccc4nc3-n3nc(C)cc3C)CC2)cc1	/	/	/	/	-10	0.2	/	0.5	7
CCOC(=O)c1cc2sccc2n1CC(=O)N1CCCc2ccccc21	-13%	7%	23%	-1	-1	0.2	0%	-0.5	-9
NCCNCCNCCN	6%	2%	6%	0&6	-3	0.6	25%	-0.4	-2
COc1ccc(NC(=O)COc2ccccc2)c(OC)c1	-16%	-2%	14%	3	15	3.0	6%	-0.7	15
CCn1c(=S)[nH]c2sc3c(c2c1=O)CCCC3	-2%	1%	?	-9	-4	-0.2	0%	0.3	3
COCCN(C(=O)COC(=O)CCc1ccc(OC)cc1)c1c(N)n(Cc2ccccc2)c(=O)[nH]c1=O	-13%	-1%[57.1 µM]	13%	-1	-5	0.0	-2%	1.2	18
CCCCOc1ccc(C(O)C(CN2CCCCC2)c2ccccc2)cc1 (centres undefined)	-22%	-4%[57.1 µM]	-3%[57.1 µM]	1	1	0.5	-1%	-0.2	14
COc1ccc(CC(=O)Nc2ccc(S(=O)(=O)N3CCOCC3)cc2)cc1	-14%	-3%	14%	6	4	0.6	-9%	1.0	13
COc1cc(C2Nc3cc(Cl)c(S(N)(=O)=O)cc3S(=O)(=O)N2)ccc1OCc1ccccc1 (centres undefined)	?	-1%	-3%	-6	4	-0.4	4%	1.1	-8
Cc1sc2nc(CN3CCOCC3)nc(NS(=O)(=O)c3cc(Cl)ccc3Cl)c2c1C	-24%	8%	13%	-1	1	1.0	19%	0.0	7
CCOC1CCc2c(C)nc(N)nc2S1 (centres undefined)	-3%	3%[57.1 µM]	15%[57.1 µM]	6	9	-0.2	8%	1.3	-13
[O-][n+]1onc2c3cc(-c4ccccc4)nnc3ccc21	-13%	-9%	-11%	2	2	0.4	-5%	-1.2	-23
Cc1cc(C(=O)NCc2ccc(Cl)cc2)c2c(C)nn(-c3ccccc3)c2n1	?	1%[57.1 µM]	15%[57.1 µM]	-2	1	0.5	-11%	0.1	/
CCN(CC(=O)NCc1ccc2c(c1)OCO2)S(=O)(=O)c1ccc(F)cc1	-4%	7%	18%	2	2	-1.8	3%	/	/

Reprinted at random: seven records from the list, in no set order.
SMILES	USP1-UAF1 inh	TrxR1 substrate	rTrxR1 inhibitor	PI4K2A block	TRHR enhancer	TRHR agonist	IDH1 R132H inh	D2 agonist	D2 antagonist
N=C1C(=O)OCC1c1ccccc1NC(=O)CN1CCOCC1 (centres undefined)	-7%	-11%	-15%	-1	6	0.0	3%	0.3	-8
COc1cc(C2Nc3cc(Cl)c(S(N)(=O)=O)cc3S(=O)(=O)N2)ccc1OCc1ccccc1 (centres undefined)	?	-1%	-3%	-6	4	-0.4	4%	1.1	-8
O=C(N1CCN(CCO)CC1)N1c2ccccc2C=Cc2ccccc21	-8%	-6%	-1%[57.1 µM]	-9	1	-0.2	1%	-1.0	-3
COc1ccc(CC(=O)Nc2ccc(S(=O)(=O)N3CCOCC3)cc2)cc1	-14%	-3%	14%	6	4	0.6	-9%	1.0	13
[O-][n+]1onc2c3cc(-c4ccccc4)nnc3ccc21	-13%	-9%	-11%	2	2	0.4	-5%	-1.2	-23
COc1ccc(NC(=O)COc2ccccc2)c(OC)c1	-16%	-2%	14%	3	15	3.0	6%	-0.7	15
Cc1ccc(Sc2ncccc2O)cc1	-7%	11%[57.1 µM]	6%[57.1 µM]	-3	/	/	2%	/	/

New compounds follow.
SMILES	USP1-UAF1 inh	TrxR1 substrate	rTrxR1 inhibitor	PI4K2A block	TRHR enhancer	TRHR agonist	IDH1 R132H inh	D2 agonist	D2 antagonist
CC(C)(C)c1ccc(-c2nnc(SCCC#N)n2C2CCCC2)cc1	?	-6%	-5%	5	-2	-0.6	2%	-0.1	6
Nc1ccc(N(c2ccccc2)c2ccc(N)cc2)cc1	-12%	-7%	2%[57.1 µM]	-14	6	0.5	1%	-0.5	-1
Cc1nc2ccccc2n1Cc1ccccc1Br	-26%	8%	25%	-20	2	0.0	20%	0.2	15
Cc1c(Cl)cccc1NC(=O)CSc1nc(=O)[nH]c2c1CCCC2	-19%	-4%[57.1 µM]	14%[57.1 µM]	3	0	0.2	33%[activator]	0.3	/
Cc1ccnc(NC(=O)C2CCCN(c3ncnc4c3nc3n4CCCCC3)C2)c1 (centres undefined)	-9%	4%	31%	2	3	-0.1	-10%	0.3	7
Cc1cc(-n2c(C)cc(C(=O)COc3ccc4ccc(=O)oc4c3)c2C)no1	-13%	33%[activator]	-3%	-3	-4	-2.3	18%	-0.2	-24
COc1ccc(CCCNC(=O)C2CCC(=O)N(CC3CCCCC3)C2)cc1 (centres undefined)	-5%	7%	21%	-5	-1	-1.5	-1%	-3.0	-10
O=C(NC1CCCCC1)C(c1ccccn1)N(C(=O)c1csnn1)C1CCCCC1 (centres undefined)	?	4%[57.1 µM]	9%[57.1 µM]	-1	19	0.4	-2%	0.0	20
COP1(=O)C[C@@H](O)[C@@H](O)[C@@H](COCc2ccccc2)O1 (some centres undefined)	-15%	9%	18%	-4	22	0.1	8%	-0.5	20
COc1ccc(/C(N)=N/OC(=O)Cc2ccc(OC)c(OC)c2)cc1	12%	3%	24%	0	-2	-0.7	2%	-0.5	22
O=c1[nH]c(C2CCN(S(=O)(=O)c3cccc([N+](=O)[O-])c3)CC2)nc2c1nnn2Cc1ccccc1	-20%	7%	29%	-2	-1	-0.2	10%	-1.0	30
COC(=O)c1cc(-c2ccc(Br)cc2)on1	5%	3%[57.1 µM]	3%[57.1 µM]	-2	0	-0.5	1%	-0.9	-1
CCOc1ccc(-c2cc3c(=O)n(CC(=O)Nc4c(C)cccc4C)ccn3n2)cc1	-27%	-1%[57.1 µM]	10%[57.1 µM]	-8	3	0.6	/	17	/
COc1nc(N)nc(N2CCOCC2)n1	-17%	0%	5%	-6	2	0.1	0%	0.0	-7
